KKLEB cytotox – counter-screen for CF NF-kB inhibitors: cytotoxicity | activity change (cytotoxicity), % at 5 µM | 0.36% of 360,000 active | KKLEB CF airway cells viability, ATPlite luminescence, overnight; stronger effect = lower value; cells stimulated with P. aeruginosa culture filtrate | AID 602141;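 active = corrected activity change at or below -50% at 5 µM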
Shn3 inh set2 – Schnurri-3 reporter inhibition in Clone20 osteoblasts; Clone20 osteoblast Shn3 3'UTR firefly luciferase, 24 h; inhibition, % at 12.5 µM; 0.52% of 360,000 active; AID 588674;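 active = mean inhibition of at least 75% with every replicate also reaching 75%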;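 also: 0% = median of neutral control wells and 100% = pilot-screen positive control compound; some compounds past the cut are filed as inactive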
C8 TRAIL sens – sensitizes caspase-8 expressing cells to TRAIL; NB7+C8 cells + TRAIL, ATPlite viability luminescence; inhibition (viability loss, TRAIL sensitization), % at 10 µM; 1% of 360,000 active;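 active = compounds causing at least 50% loss of cell viability in the single-dose screen, relative to plate controls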
CF NFkB inh – cystic fibrosis NF-kB activation inhibition; KKLEB NF-kB-GFP reporter, PAF-induced, GFP fluorescence overnight; inhibition, % at 5 µM; AID 588850; 0.86% of 360,000 active;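 active = at least 50% inhibition at 5 µM, scaled per plate between neutral and stimulator controls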;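 also: PAF is a Pseudomonas aeruginosa culture filtrate used as stimulus; plate controls were PAF-stimulated DMSO wells for no effect and unstimulated DMSO wells for full effect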
NCOA3 inh – human NCOA3 inhibition; Q9Y6Q9; HEK293 GAL4-SRC3 luciferase reporter, luminescence; inhibition, % at 3.6 µM; 0.17% of 360,000 active; AID 588352;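 active = inhibition above a per-campaign cutoff, the mean of all compounds plus 3 SD, cut at about 60% in these data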;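 also: 0% = DMSO-treated cells and 100% = gossypol-treated cells at 36 µM; higher means less SRC3-driven luciferase light from the GAL4 reporter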
COUP-TFII inh – blocks human COUP-TFII nuclear receptor. HEK293T NGFI-A luciferase reporter, luminescence. 0.7% of 370,000 active. AID 686940. P24468. inhibition, % at 8.6 µM;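 active = inhibition above a per-plate cutoff, mean inhibition of test wells between control levels plus 3 SD, cut at about 38% in these data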;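 also: cells cotransfected with COUP-TFII expression vector driving the NGFI-A reporter; 0% = median of COUP-TF2 test wells and 100% = reporter-only cells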
NCOA1 inh – human NCOA1 inhibition | inhibition, % at 3.6 µM | Q15788 | 0.12% of 360,000 active | HEK293 GAL4-SRC1 luciferase reporter, luminescence;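 active = inhibition above the campaign mean plus 3 SD, with each screening campaign given its own cutoff, cut at about 60% in these data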;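 also: 0% = DMSO treated cells and 100% = gossypol at 36 µM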
TROY NFkB inh – blocks TROY-dependent signaling in reporter cells; 0.98% of 360,000 active; AID 1347056; Q293 LMP1-TROYcd NF-kB luciferase reporter, 4 h; inhibition, % at 10 µM;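 active = compounds whose plate-normalised and pattern-corrected inhibition of the luciferase reporter signal at the single screening dose is 50% or more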
NR5A2 inv ag – suppresses constitutive activity of human LRH-1 | O00482 | HEK293T StAR-luciferase reporter, LRH-1 transfected, 24 h | inhibition, % at 3.6 µM | 0.13% of 360,000 active;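 active = inhibition above the mean inhibition of all tested compounds plus 3 SD, cut at about 73% in these data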;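 also: 0% = DMSO wells and 100% = reporter-only cells lacking LRH-1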
TWEAK-Fn14 inh – blocks TWEAK-Fn14 interaction in a reporter cell assay; AID 1159606; 2% of 360,000 active; TWEAK-stimulated Fn14 reporter cells, luciferase luminescence, 8 h; inhibition, % at 10 µM; in the data active = inhibition above about 50%
LMP1 NFkB inh – inhibitors of Epstein-Barr LMP1-induced NF-kappaB reporter; LMP1-induced NF-kappaB luciferase reporter cells, luminescence; inhibition, % at 12.5 µM; 0.69% of 350,000 active; in the data active = inhibition above about 41%;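 also: 0% = neutral control wells and 100% = reference inhibitor control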
Active calls of the source: *; / = no result given; & = joins results of further samples. A portion of the library, so the mix of outcomes need not match the whole.

SMILES	KKLEB cytotox	Shn3 inh set2	C8 TRAIL sens	CF NFkB inh	NCOA3 inh	COUP-TFII inh	NCOA1 inh	TROY NFkB inh	NR5A2 inv ag	TWEAK-Fn14 inh	LMP1 NFkB inh
O=C(c1ccc(F)cc1)N1CCC(C(=O)N(Cc2ccccc2)c2ccccc2)CC1	-3	6	-3	11	14	10	13	-2	-22	6	2
Cc1ccc(NC(=O)Cn2cnc3c(OCc4ccccc4)ncnc32)cc1C	7	46	1	-30	16	3	-29	-12	-7	-4	3
O=c1[nH]cnc2onc(-c3ccc(F)cc3)c12	1	1	3	7	11	18	10	-26	7	9	7
Clc1ccc(Cl)c(OCCCCNCc2ccccc2)c1	-3	4	7	21	14	3	20	-25	-1	-19	1
COC(=O)c1cc(NC(=O)CN2CCC(C(N)=O)(N3CCCCC3)CC2)cc(C(=O)OC)c1	8	12	-14	0	17	0	1	-1	-4	-10	-1
COC(=O)c1c(-c2ccc(Br)cc2)noc1N	-4	-56	-3	26	-19	-14	-19	-21	-51	10	9
COCCn1c(=S)[nH]c2cc(OC)c(OC)cc2c1=O	5	-3	5	-8	18	-9	1	8	1	29	2
Cc1cc(N)c(C)c([N+](=O)[O-])c1C	-1	-7	-1	-2	4	3	-1	10	11	-9	3
Cc1ccc(C(=O)n2c(N)nc3ccccc32)cc1	-49	62	95*	-4	32	13	18	73*	-20	99*	65*
CC1(C)CC(=O)c2cc(C(=O)NC3CCSC3=O)c(=O)n(-c3ccc(Cl)cc3)c2C1 (stereo not drawn)	10	-13	1	11	8	7	-41	-1	20	14	-5
COc1cc(OC)c(OC)cc1/C=C1\SC(N2CCCCC2)=NC1=O	0	2	-14	-5	-7	-11	-14	36	2	-13	-5
Cc1ccc(NC(=S)N2CCC(NC(=O)c3ccc(C)cc3)CC2)cc1	12	21	4	-9	-2	-2	-24	2	11	-14	4
CS(=O)(=O)N1CCN(c2ccc(NC(=O)Cc3ccccc3)cc2)CC1	9	-15	-9	-1	7	-13	-17	-14	17	-5	0
c1ccc(Nc2ncnc3[nH]ncc23)cc1	21	10	-1	6	13	-4	17	11	15	-2	/
CCOc1ccc(NC(=O)CN(C)C(=O)CCNC(=O)c2ccccc2Cl)cc1OCC	2	-1	7	2	8	-1	-6	8	0	-11	6

Part of the list above, with two lines to a compound:
Each structure is followed by: KKLEB cytotox | Shn3 inh set2 | C8 TRAIL sens | CF NFkB inh | NCOA3 inh | COUP-TFII inh | NCOA1 inh | TROY NFkB inh | NR5A2 inv ag | TWEAK-Fn14 inh | LMP1 NFkB inh
- Cc1cc(N)c(C)c([N+](=O)[O-])c1C
    -1 | -7 | -1 | -2 | 4 | 3 | -1 | 10 | 11 | -9 | 3
- Cc1ccc(C(=O)n2c(N)nc3ccccc32)cc1
    -49 | 62 | 95* | -4 | 32 | 13 | 18 | 73* | -20 | 99* | 65*

Continued.
SMILES	KKLEB cytotox	Shn3 inh set2	C8 TRAIL sens	CF NFkB inh	NCOA3 inh	COUP-TFII inh	NCOA1 inh	TROY NFkB inh	NR5A2 inv ag	TWEAK-Fn14 inh	LMP1 NFkB inh
COc1cc(-c2c(C(C)=O)c(C)nc3c2C(=O)c2ccccc2-3)cc(OC)c1OC	1	-3	-6	-1	4	-16	-11	9	13	2	-7
Cc1ccc(F)cc1NC(=O)CN1C(=O)NC(C)(c2ccc3c(c2)OCCO3)C1=O (stereo not drawn)	-18	-3	1	-4	12	16	-7	11	-14	2	-7
CC(=O)N(C)c1cccc([N+](=O)[O-])c1	5	16	-12	1	3	-10	8	-8	-7	4	-1
O=C(Nc1nnc(C2=COCCO2)o1)c1ccc(Cc2ccccc2)cc1	5	11	14	-5	16	16	6	-6	-2	14	-1
Cc1ccc(-n2c(N)cc(=O)nc2SCC(=O)NC2CCCCC2)cc1C	14	6	-12	-49	4	-5	-32	-30	23	-4	2
CCCN(CC(=O)Nc1ccccc1OC)C(=O)CC1CCCC1	-5	2	-2	1	-13	-5	-4	5	1	6	-4
C[C@@H](C(=O)NCCCCCC(=O)O)n1nnc2ccccc2c1=O	-5	-22	0	-6	17	5	-8	7	-18	10	-6
CCOC(=O)C1CCN(C(=O)CCS(=O)(=O)c2ccc3c(c2)CC(C)N3C(=O)CC)CC1 (stereo not drawn)	2	13	-2	-5	-24	8	-10	10	-38	14	-1
COc1ccc([C@H]2CC(=O)C=C(c3ccc(F)cc3OCc3ccccc3)C2)cc1OC	-2	81	10	12	6	21	7	20	2	38	11
COc1ccc2[nH]c3c(c2c1)CCN1C(=O)C(CC(=O)NCc2ccc(OC)c(OC)c2)C[C@H](C(=O)N2CCOCC2)[C@@]31CCC1CCCC1 (stereo partly drawn)	2	17	8	34	9	-52	5	18	0	14	14
C=CCNC(=O)c1ccc2nc(-c3ccccc3)c(-c3ccccc3)nc2c1	4	14	38	3	-12	14	6	-10	1	26	4
CCN(CC)CCn1c2c(c(SCC(=O)Nc3nc(C)cs3)nc1=O)CCCC2	0	-18	-12	13	-18	2	-1	1	2	-4	-3
Cc1ccc(C(=O)N/C(=C\c2ccco2)C(=O)NCCCn2ccnc2)cc1C	-2	-3	-3	-2	-17	-14	-34	-11	-6	-14	-4
COc1cc(NC(=O)CSc2nnnn2-c2ccccc2)cc(OC)c1OC	0	16	2	11	12	5	6	-12	-5	-10	-6
CN(c1ccccc1)S(=O)(=O)c1ccc(NC(=O)C2CC2)cc1	2	-1	-6	1	7	7	6	-13	1	1	-1
Nn1c(SCC(=O)N2CCN(S(=O)(=O)c3ccc(Cl)cc3)CC2)nnc1-c1cccs1	1	0	2	-4	-16	0	2	10	0	14	-4
O=C(/C=C/c1ccc(O)c(O)c1)O[C@@H]1C[C@](O)(C(=O)O)C[C@@H](O)[C@H]1O	19&-3	-1&6	4&-6	2&-9	-14&9	-20&-13	2&11	2&1	-14&4	-16&-19	-6&3
CCOC(=O)c1ccc(N2C(=O)CC(SCC(N)C(=O)OCC)C2=O)cc1 (stereo not drawn)	-1	-11	-2	0	4	-19	-3	13	11	1	12
COc1ccc(OC)c(S(=O)(=O)N2CCC(C(=O)NCc3ccncc3)CC2)c1	-15	-15	1	-2	-20	3	-38	3	-14	23	-11
CCOC(=O)Nc1cc2c(C)cc(=O)oc2cc1C	11	-21	0	-11	-8	-13	7	-9	23	-20	0
NC(=S)N=Nc1c(O)n(CC(=O)Nc2ccccc2)c2ccccc12	-12	44	-5	15	-16	-7	-28	-31	-4	-11	0
O=C(N/N=C/c1ccc2c(c1)OCO2)c1ccc(Cl)cc1Cl	-4	7	-4	-3	-5	-8	-16	-21	23	-2	-2
CN(C)S(=O)(=O)c1ccc(C(=O)OCn2nnc3ccccc3c2=O)cc1	-7	-20	-10	-4	0	1	-5	29	16	45	5
CC1CCCN(C(=O)C(=O)c2cn(CC(=O)N3CCCCCC3)c3ccccc23)C1 (stereo not drawn)	0	0	7	8	9	5	-2	-18	17	14	-1
CCc1ccc(C(=O)OCC(=O)NCCNC(=O)COC(=O)c2ccc(CC)cc2)cc1	2	-6	5	2	-2	-16	-33	-12	-9	-16	-1
CC(=O)Nc1ccc(CN2CCN(CCc3ccccc3)C(CCO)C2)cc1 (stereo not drawn)	-3	-6	0	-17	0	-8	14	8	15	1	-2
Cc1nc(-c2ccccn2)nc(N2CCOCC2)c1Cl	-6	22	9	4	17	3	19	15	13	8	0
COc1ccc(NC(=O)C(C)NS(=O)(=O)c2ccc(NC(C)=O)cc2)cc1Cl (stereo not drawn)	3	4	-8	8	9	3	-19	-16	-7	-6	3
Cc1cc(C)cc(NC(=O)CS(=O)(=O)c2cccc3nsnc23)c1	-2	-37	0	2	-2	10	4	15	7	9	3
COc1cccc(NC(=O)Nc2ccc(CC(=O)O)cc2)c1	9	-1	-4	1	-9	4	6	-12	-2	-14	9
S=C1NCCN1CC1CCN(CC2CCCC2)CC1	3	-50	-5	-18	-7	1	-8	-7	-8	2	-5
COc1cc(NC(=O)c2cccc3c2C(=O)N(Cc2cccnc2)C3)cc(OC)c1OC	2	2	4	0	25	-99	12	16	8	-4	18
O=C(c1ccco1)N1CCN(C(=O)c2ccccc2OC(=O)C23CC4CC(CC(C4)C2)C3)CC1	-4	12	-6	9	-1	-8	-6	22	12	-9	5
O=C(Nc1cccc(S(=O)(=O)N2CCCCC2)c1)c1ccc2c(=O)n3c(nc2c1)CCCCC3	6	63	36	6	32	45*	13	55*	26	71*	11
CN(Cc1ccccc1)C(=O)CN1CCN(C(c2ccccc2)c2ccccc2)CC1	4	-24	-20	3	-12	-18	-19	2	-3	18	-6
CCOc1ccc(S(=O)(=O)NCCC(=O)NCC(c2ccc(OC)cc2)N2CCCCC2)cc1 (stereo not drawn)	10	4	-3	1	-11	-7	11	1	1	-12	-4
Cc1cccc(OC(=O)c2cccnc2)c1C	0	-1	-5	6	-13	14	-10	-2	-15	-2	2
CC(=O)Nc1ccc(S(=O)(=O)NNC(=O)COc2cc(C)ccc2C(C)C)cc1	0	-6	2	1	13	-2	-4	-26	1	-4	8
CSc1ccc(S(=O)(=O)Nc2ccccc2C(=O)N2CCOCC2)cc1	10	-13	2	-16	-25	-2	-2	2	20	11	-6
Cc1ccc(NC(=O)CCC(=O)NNC(=O)COc2cccc3ccccc23)c(C)c1	12	-8	6	-1	-3	20	3	46	3	-9	-2
Cc1ccccc1SCC(=O)OCC(=O)N1CC(=O)Nc2ccccc21	11	25	2	6	4	11	8	-8	8	-4	10
COc1ccc(NC(=O)/C(C#N)=C\c2ccc(Br)o2)cc1	-5	-22	-9	1	-31	-9	-26	-67	-5	-5	-3
Clc1ccc(-c2csc(-c3cccnc3)n2)s1	-2	-59	2	-4	-15	-6	-14	-55	-23	6	-14
Cc1ccc(C)c(N2CCN(C(=O)CCCn3ncn4c(cc5occc54)c3=O)CC2)c1	11	7	5	-11	6	9	-9	3	-15	-13	-4
O=C(N/N=C/c1ccccn1)c1cc(C2CC2)nc2ccccc12	-8	-7	15	17	-31	/	13	2	-8	20	0
CNC(=O)Nc1ccccc1F	3	2	8	4	12	-3	-7	-4	-12	-3	-1
NC(=S)NNc1cc(Cl)cc(Cl)c1	-3	23	-1	-20	0	13	3	11	44	-4	3
COc1ccc(N(CC(=O)N/N=C/c2cccnc2)S(=O)(=O)c2ccccc2)c(OC)c1	-4	-1	6	14	2	-16	-4	-9	-7	-1	-8
Cc1ccc(/C(O)=C2/C(=O)C(=O)N(CC(=O)O)C2c2ccc([N+](=O)[O-])cc2)cc1 (stereo not drawn)	1	-6	-17	-20	-7	-27	-17	-5	-35	-16	4
CC1=NOC(=O)/C1=C\c1ccc(-c2ccc(Br)cc2)o1	-16	41	-3	5	2	-2	-34	73*	-14	64*	6
OCc1cn(-c2ccccc2)nc1-c1ccc2c(c1)OCCO2	1	-42	2	-3	-77	-47	-105	-45	-126	-7	-31
COc1cccc(C(=O)Nc2ncc3c(n2)CC(C)CC3=O)c1 (stereo not drawn)	-7	-30	5	-6	-10	-10	-15	3	5	-9	-8
CC(C)(C)C(=O)NC(=C(Cl)Cl)P(=O)(O)O	4	3	-1	-21	15	6	7	3	-17	6	-3
O=C(CCCn1c(=S)[nH]c2ccsc2c1=O)NCc1ccco1	-6	-8	1	-10	9	8	-21	5	10	-11	4
CCn1cnc2c(oc3ccccc32)c1=O	0	-22	0	-15	6	-17	2	-32	5	-6	-4
